ATXN viability: Viability Counterscreen for Primary qHTS for Inhibitors of ATXN expression; AID 651635, 2014; S2 cells (HEK-293 line with an ATXN2-luciferase reporter) viability, CellTiter-Fluor protease fluorescence, 24 h; actives 0.49% (n = 400,000); Potency, µM (titrated, usually from 56.7 µM), actives largely listed as cytotoxic; also: potency is read from the fitted curve at half-maximal effect; nearly all actives have a fitted effect of over 40% in size
Mm-Cpn inhibitor: Inhibitors of TCP-1 ring complex (TRiC) of Methanococcus maripaludis (MmCpn): qHTS; actives 0.031% (n = 330,000); Chaperonin Mm-Cpn (Methanococcus maripaludis); purified Mm-Cpn ATPase, ADP Transcreener TR-FRET; AID 504842, 2011; Potency, µM (series often up to 76.9 µM), without a hit: at the highest dose activity, negative = inhibition, hits mostly inhibitors; also: potency is read from the fitted curve at half-maximal effect; % is scaled to controls: 0 for no effect and ±100 for the full control effect; nearly all actives have a fitted effect of over 80% in size
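Compound-treated chaperonin, 25 nM final, turns over 10 uM ATP at 37°C for 30 min following a 10 min preincubation; ADP generated competes with ADP-d2 for Eu-cryptate antibody, lowering FRET.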
A549 viability: Nrf2 qHTS screen for inhibitors: counterscreen for cytotoxicity | A549 ARE-Fluc cells, CellTiter-Fluor viability, 18-24 h | Potency, µM (top dose mostly 46 µM), for inactives: at the highest dose activity change, negative = cytotoxicity, usual class: inhibitors | actives 0.16% (n = 390,000) | AID 504648, 2011; also: potency is read from the fitted curve at half-maximal effect; % is scaled to controls: 0 for no effect and ±100 for the full control effect
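A549 ARE_Fluc cells in 5% FBS OPTI-MEM were exposed to compounds in concentration-response for 18-24 h at 37 deg C. Viability was read by CellTiter-Fluor fluorescence (Ex 405/Em 525) after 30 min, before the luciferase read.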
TGFb SMAD3 inh: qHTS for Inhibitors of TGF-b; HepG2 CAGA-GFP TGF-b/SMAD3 reporter, GFP fluorescence, 18 h; TGF-beta stimulated, 500 pg/mL final; Potency, µM (titrated, usually from 46.1 µM), without a hit: top-dose activity, negative = inhibition, most hits filed as inhibitors; actives 1.2% (n = 410,000); AID 588855, 2011; also: potency is read from the fitted curve at half-maximal effect; % is scaled to controls: 0 for no effect and ±100 for the full control effect; nearly all actives have a fitted effect of over 65% in size
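GFP signal (ex488/em500-530) from TGF-beta-stimulated HEPG2 CAGA-GFP cells, 500 pg/mL final, 18 h at 37 degrees C in DMEM plus 1% FBS, normalized to unstimulated and DMSO-stimulated controls.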
Nrf2 inh: Nrf2 qHTS screen for inhibitors. A549 ARE-Fluc reporter, luciferase luminescence, 18-24 h. Potency, µM (series often up to 46 µM), for inactives: at the top dose activity change, negative = inhibition, actives largely listed as inhibitors. actives 2.1% (n = 360,000); also: potency is read from the fitted curve at half-maximal effect; % is scaled to controls: 0 for no effect and ±100 for the full control effect; nearly all actives have a fitted effect of over 60% in size
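A549 ARE_Fluc cells, 5000/well, 5% FBS OPTI-MEM; compounds in dose-response, 18-24 h at 37 °C/5% CO2; CellTiter-Fluor viability read (Ex 405/Em 525), then BugLite luciferase luminescence = Nrf2 activity.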
HepG2 tox: qHTS for Inhibitors of TGF-b: Cytotox Counterscreen | HepG2 CAGA-GFP viability, ATP luminescence, 18 h | Potency, µM (top dose mostly 46.1 µM), for the others: top-dose activity change, negative = cytotoxicity, hits mostly cytotoxic | actives 0.76% (n = 410,000) | AID 588856, 2011; also: potency is read from the fitted curve at half-maximal effect; some results filed as inactive show a strong effect at the top dose
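HepG2 CAGA-GFP cells (1000/well, DMEM with 1% FBS) received compound, then TGF-beta at 500 pg/mL final, and were incubated 18 hours at 37 degrees C. Viability was read by CellTiter-Glo luminescence. Media-only wells were set as complete cell-killing and DMSO as no toxicity.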
CCT chaperon mod: High-Throughput Screening for Modulators of Cytosolic Chaperonin Activity; AID 651819, 2012; purified chaperonin ATPase assay, HTRF ADP detection, 30 min; actives 0.3% (n = 360,000); activity change, % (test concentration not listed), hits read low; in the data active = activity change below about -30%; also: % is scaled to controls: 0 for no effect and ±100 for the full control effect
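TRiC at 40 or 20 nM final (batch-dependent) in 30 mM Tris pH 7.4, 100 mM KCl, 5 mM MgCl2, 1 mM DTT, with compound at single 76 uM and 10 uM ATP, 30 min at 37 deg C. ADP detected by HTRF Transcreener, 665/615 ratio.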
Nrf2 activator: qHTS of Nrf2 Activators. actives 0.31% (n = 410,000). AREc32 ARE-luciferase reporter (MCF7-derived line), luminescence, 24 h. Potency, µM (doses to about 46.1 µM), without a hit: top-dose activation, hits mostly activators. AID 624171, 2012; also: potency is read from the fitted curve at half-maximal effect; % of control where 0% means no effect; nearly all actives have a fitted effect of over 65% in size
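Nrf2 activation is followed as ARE-luciferase induction in the AREc32 line after one day of compound treatment; luminescence is read with Steady-Glo.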
pAkt inh: HTS Assay for Inhibitors of Akt Phophorylation: Primary Screen | Neuro2A IGF-stimulated pAkt S473 HTRF, 20 min; active compounds read low | activity change, % for hits at 50 µM | actives 0.32% (n = 360,000) | AID 651550, 2012; in the data active = activity change below about -80%; inconclusive = mostly about -51% to -80%; also: % is scaled to controls: 0 for no effect and ±100 for the full control effect
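Neuro2A cells in DMEM with 0.5% FBS, overnight at 37 deg C, given compound at single 50 µM final, then IGF (6 nM final) for 20 min at 37 deg C. Lysed; phospho-Akt Ser473 by HTRF after 24 h, 665/615 ratio.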
* hit, by the source's call; i = inactive; u = inconclusive; x = no result given. Unless noted, calls follow the shape of the dose curve; as a rule, active = well fitted curve in the direction sought with a large enough effect; inconclusive = small, poorly fitted or top-dose-only effect, or another doubt; inactive = no such curve, though single readings can be large; an effect the other way counts as inactive or inconclusive.

molecule | HepG2 tox | ATXN viability | Nrf2 inh | CCT chaperon mod | Mm-Cpn inhibitor | A549 viability | TGFb SMAD3 inh | pAkt inh | Nrf2 activator
O=C(CSC(=S)N1CCOCC1)N1N=CCC1c1ccccc1 (stereo unspecified) | 5.1% | i | 13.0% | 1.5 | -4.1% | x | -6.5% | i | 2.2%
O=C(Nc1nc(-c2ccccc2)c(-c2ccccc2)s1)c1ccc(S(=O)(=O)N2CCCCC2)cc1 | -0.1% | i | 5.1% | -0.8 | 0.1% | 2.9% | -0.6% | i | 2.1%
CCSc1ccccc1C(=O)N1CCN(c2ccccc2F)CC1 | -27.6% | u | -13.1% | -1.7 | -25.1% | -6.7% | -5.5% | i | -0.7%
COc1ccc(CN2CCC(N3CC(C)OC(C)C3)CC2)c(OC)c1 (stereo unspecified) | -7.8% | i | -3.1% | 1.6 | -5.7% | 0.7% | 7.5% | i | -0.5%
COC(=O)[C@H]1[C@H]2C[C@H]3c4[nH]c5ccccc5c4CCN3C[C@H]2CC[C@@H]1O | -2.6% | i | 0.3% | -0.8 | 0.3% | -0.2% | 7.5% | i | -0.5%
C=CCNC(=O)CC(=O)N/N=C/c1cccc(Br)c1 | -36.2% | i | -10.8% | -1.2 | -0.5% | -1.0% | 5.2% | i | 2.0%
O=C1c2ccccc2C(=O)C1c1ccc(Br)cc1 | -6.1% | i | u | -2.2 | -3.5% | 0.5% | 0.0% | i | 0.7%
C[C@H](CO)N1C[C@H](C)[C@@H](CN(C)S(=O)(=O)c2ccccc2)Oc2c(NS(=O)(=O)c3ccccc3)cccc2C1=O | -8.2% | i | -7.5% | 0.4 | -0.2% | 1.3% | -1.3% | i | 2.4%
CN(/N=C/c1c[nH]c2ccccc12)c1cnn(-c2ccc(F)c(Cl)c2)c(=O)c1Cl | -11.4% | i | -17.8% | 0.5 | 0.1% | -21.9% | 0.9% | i | 0.5%
Cc1cccc(NC(=O)CCN2C(=O)c3ccccc3C2=O)c1 | -18.4% | i | -7.1% | 2.8 | -5.6% | 9.1% | -4.9% | i | 0.5%
CSc1ccc(Cl)c(C(=O)N2CCN(CC(=O)N3CCCC3)CC2)c1 | 5.1% | i | 11.7% | -4.8 | -1.8% | -2.9% | 12.4% | i | -0.5%
CCOc1ccc(NC(=O)c2cnccn2)cc1 | -10.2% | i | u | -0.2 | 2.2% | 0.7% | -11.3% | i | -1.5%
O=C(Nc1cc(Cl)ccc1O)C1CC(c2ccccc2Cl)=NO1 (stereo unspecified) | -32.1% | i | -12.7% | -1.3 | 0.7% | -5.1% | u | i | u
Cc1cc(=O)n2[nH]c(-c3ccco3)nc2n1 | -26.6% | i | 6.8% | -4.3 | -1.5% | 13.6% | 7.6% | i | -0.3%
COc1ccc(-c2noc(CN3CCN(c4ccccc4F)CC3)n2)cc1OC | -19.6% | i | -13.5% | 1.0 | -14.5% | 9.1% | -3.8% | i | 0.5%
COc1cc(/C=C/C(=O)O)cc(S(=O)(=O)Nc2ccccc2SC)c1OC | 22.3% | i | -4.4% | -0.9 | -0.2% | -6.2% | 1.1% | i | -1.0%
CC[n+]1c(/C=C(/C)SC)sc2ccccc21 | -42.3% | i | u | 3.7 | -0.4% | u | 5.9% | i | 1.9%
CN(C)CCCNC(=O)C[C@H]1C[C@H](C(=O)N2CCCCC2)[C@@]2(C)c3[nH]c4cc(CCC(=O)N(C)C)ccc4c3CCN2C1=O | -1.2% | i | 4.9% | 2.4 | 2.0% | -5.1% | 9.5% | i | 0.4%
CC1CCCC(C)N1C(=O)COC(=O)c1ccco1 (stereo unspecified) | -8.1% | i | 20.9% | 1.3 | 1.7% | 1.4% | -8.2% | i | -1.0%
COc1ccc(OCC(=O)N2CCN(C(=O)c3ccc(F)cc3)CC2)cc1 | -22.8% | i | -17.7% | -3.3 | -2.0% | 1.4% | -1.2% | i | -1.7%
CCN(Cc1ccc(OC)c(F)c1)C(=O)/C=C/c1ccc(S(=O)(=O)N2CCOCC2)cc1 | -33.6% | x | u | -2.1 | 0.6% | 4.8% | -26.5% | i | 4.8%
COc1nc2ccccc2nc1OC | -2.1% | i | -19.8% | -2.3 | 0.9% | 5.9% | -5.5% | i | 0.9%
CC(C)(Oc1ccc(Cl)cc1)C(=O)N/N=C/c1cn[nH]c1-c1ccccc1 | -27.5% | i | u | -0.3 | 0.7% | -3.4% | 1.9% | i | 0.1%
COc1ccc(-c2nc(N)nc(C)c2Oc2ccccc2Br)c(O)c1 | -112.2% | i | x | -1.7 | -9.9% | -24.9% | -16.3% | i | 5.9%
Cc1c(C(=O)c2ccc(Cl)c(Cl)c2)cnc2cc3c(cc12)OCO3 | -7.1% | i | u | -0.9 | 0.4% | -11.1% | -10.3% | i | -0.4%
O=[N+]([O-])c1cccc(N=NNc2cccc([N+](=O)[O-])c2)c1 | -1.1% | i | x | -0.1 | x | x | 3.2% | i | 12.2%
CCCC(=O)Nc1sc(C(=O)Nc2cccc(N)c2)c(C)c1C(=O)OC | 6.9% | i | 28.8% | -5.7 | 0.2% | -4.8% | -12.8% | i | 3.9%

A draw from above in order of number of heavy atoms, ascending.
molecule | HepG2 tox | ATXN viability | Nrf2 inh | CCT chaperon mod | Mm-Cpn inhibitor | A549 viability | TGFb SMAD3 inh | pAkt inh | Nrf2 activator
CC[n+]1c(/C=C(/C)SC)sc2ccccc21 | -42.3% | i | u | 3.7 | -0.4% | u | 5.9% | i | 1.9%
CC1CCCC(C)N1C(=O)COC(=O)c1ccco1 (stereo unspecified) | -8.1% | i | 20.9% | 1.3 | 1.7% | 1.4% | -8.2% | i | -1.0%
COc1ccc(OCC(=O)N2CCN(C(=O)c3ccc(F)cc3)CC2)cc1 | -22.8% | i | -17.7% | -3.3 | -2.0% | 1.4% | -1.2% | i | -1.7%

Another view of some results above.
Screens in order: HepG2 tox, ATXN viability, Nrf2 inh, CCT chaperon mod, Mm-Cpn inhibitor, A549 viability, TGFb SMAD3 inh, pAkt inh, Nrf2 activator
- O=C(CSC(=S)N1CCOCC1)N1N=CCC1c1ccccc1 (stereo unspecified)
  5.1%, i, 13.0%, 1.5, -4.1%, x, -6.5%, i, 2.2%
- O=C(Nc1nc(-c2ccccc2)c(-c2ccccc2)s1)c1ccc(S(=O)(=O)N2CCCCC2)cc1
  -0.1%, i, 5.1%, -0.8, 0.1%, 2.9%, -0.6%, i, 2.1%
- CCSc1ccccc1C(=O)N1CCN(c2ccccc2F)CC1
  -27.6%, u, -13.1%, -1.7, -25.1%, -6.7%, -5.5%, i, -0.7%
- COc1ccc(CN2CCC(N3CC(C)OC(C)C3)CC2)c(OC)c1 (stereo unspecified)
  -7.8%, i, -3.1%, 1.6, -5.7%, 0.7%, 7.5%, i, -0.5%
- COC(=O)[C@H]1[C@H]2C[C@H]3c4[nH]c5ccccc5c4CCN3C[C@H]2CC[C@@H]1O
  -2.6%, i, 0.3%, -0.8, 0.3%, -0.2%, 7.5%, i, -0.5%
- C=CCNC(=O)CC(=O)N/N=C/c1cccc(Br)c1
  -36.2%, i, -10.8%, -1.2, -0.5%, -1.0%, 5.2%, i, 2.0%
- O=C1c2ccccc2C(=O)C1c1ccc(Br)cc1
  -6.1%, i, u, -2.2, -3.5%, 0.5%, 0.0%, i, 0.7%
- C[C@H](CO)N1C[C@H](C)[C@@H](CN(C)S(=O)(=O)c2ccccc2)Oc2c(NS(=O)(=O)c3ccccc3)cccc2C1=O
  -8.2%, i, -7.5%, 0.4, -0.2%, 1.3%, -1.3%, i, 2.4%
- CN(/N=C/c1c[nH]c2ccccc12)c1cnn(-c2ccc(F)c(Cl)c2)c(=O)c1Cl
  -11.4%, i, -17.8%, 0.5, 0.1%, -21.9%, 0.9%, i, 0.5%
- Cc1cccc(NC(=O)CCN2C(=O)c3ccccc3C2=O)c1
  -18.4%, i, -7.1%, 2.8, -5.6%, 9.1%, -4.9%, i, 0.5%
- CSc1ccc(Cl)c(C(=O)N2CCN(CC(=O)N3CCCC3)CC2)c1
  5.1%, i, 11.7%, -4.8, -1.8%, -2.9%, 12.4%, i, -0.5%

High-throughput results (PubChem)

Rows were taken by chance; overall some 4.4% were active at least once.
